TLR9-MyD88 block: inhibitors of human TLR9-MyD88 binding; inhibition, % at 4.98 µM; 0.21% of 340,000 active; Q9NR96+Q99836; CHO BLA complementation TLR9-MyD88, CCF4 FRET ratio;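 active = inhibition above the mean over all tested compounds plus 3 SD, cut at about 21% in these data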;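 also: 0% = DMSO only wells and 100% = clavulanate BLA inhibitor control wells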
NOD2 RIPK2 PPI: blocks binding of human NOD2 to RIPK2; 0.38% of 360,000 active; inhibition, % at 4.98 µM; CHO BLA complementation NOD2-RIPK2, CCF4 ratio; O43353; in the data active = inhibition above about 21%;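 also: 0% = vehicle only and 100% = reference blocker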
Target sequence (O43353 whole entry, looked up): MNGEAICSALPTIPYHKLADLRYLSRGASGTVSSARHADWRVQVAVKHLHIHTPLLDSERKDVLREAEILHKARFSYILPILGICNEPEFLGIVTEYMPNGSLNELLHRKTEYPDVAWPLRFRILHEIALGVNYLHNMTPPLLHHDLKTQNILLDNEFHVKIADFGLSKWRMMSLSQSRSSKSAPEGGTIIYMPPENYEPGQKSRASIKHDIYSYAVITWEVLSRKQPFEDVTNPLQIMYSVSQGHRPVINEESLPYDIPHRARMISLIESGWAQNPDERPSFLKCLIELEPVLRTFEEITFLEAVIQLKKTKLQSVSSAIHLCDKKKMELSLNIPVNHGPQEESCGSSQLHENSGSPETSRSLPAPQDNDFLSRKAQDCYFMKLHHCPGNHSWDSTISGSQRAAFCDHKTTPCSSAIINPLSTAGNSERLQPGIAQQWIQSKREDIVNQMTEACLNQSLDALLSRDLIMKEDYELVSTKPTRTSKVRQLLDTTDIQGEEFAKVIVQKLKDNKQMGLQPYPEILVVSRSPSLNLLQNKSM
TROY signal inh: blocks TROY-dependent signaling in reporter cells | AID 1347056 | inhibition, % at 10 µM | Q293 LMP1-TROYcd NF-kB luciferase reporter, 4 h | 0.98% of 360,000 active;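 active = compounds whose plate-normalised and pattern-corrected inhibition of the luciferase reporter signal at the single screening dose is 50% or more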
LMP1 NFkB inh: Epstein-Barr LMP1 NF-kappaB reporter inhibition; inhibition, % at 12.5 µM; AID 504558; 0.69% of 350,000 active; LMP1-induced NF-kappaB luciferase reporter cells, luminescence; in the data active = inhibition above about 41%;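 also: 0% = neutral control wells and 100% = reference inhibitor control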
Vif imaging: inhibitors of HIV Vif; HEK293T cells, Vif self-association by quenched fluorescence, imaging, 24 h; AID 602346; 0.35% of 340,000 active; inhibition, % at 7.49 µM; in the data active = inhibition above about 50%, passing the limit was not always enough; also: some results filed as inactive read as strong as hits
COUP-TFII inh: NR2F2 (human) inhibition, primary screen | P24468 | HEK293T NGFI-A luciferase reporter, luminescence | inhibition, % at 8.6 µM | 0.7% of 370,000 active | AID 686940;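 active = inhibition above a per-plate cutoff, mean inhibition of test wells between control levels plus 3 SD, cut at about 38% in these data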;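 also: cells cotransfected with COUP-TFII expression vector driving the NGFI-A reporter; 0% = median of COUP-TF2 test wells and 100% = reporter-only cells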
Target sequence (P24468 whole entry, looked up): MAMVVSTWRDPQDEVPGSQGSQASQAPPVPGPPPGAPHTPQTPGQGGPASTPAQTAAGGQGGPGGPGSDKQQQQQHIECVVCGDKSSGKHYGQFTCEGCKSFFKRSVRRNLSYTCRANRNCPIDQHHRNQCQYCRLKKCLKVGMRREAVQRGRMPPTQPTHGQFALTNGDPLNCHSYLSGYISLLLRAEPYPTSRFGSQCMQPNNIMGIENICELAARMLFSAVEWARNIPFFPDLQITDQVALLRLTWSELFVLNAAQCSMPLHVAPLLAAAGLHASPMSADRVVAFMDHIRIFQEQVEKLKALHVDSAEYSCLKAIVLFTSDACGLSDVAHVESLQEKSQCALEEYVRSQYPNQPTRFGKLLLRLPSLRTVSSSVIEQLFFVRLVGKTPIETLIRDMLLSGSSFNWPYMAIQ
NCOA2 inhibitor: human SRC2 (NCOA2) inhibition. 0.17% of 370,000 active. inhibition, % at 9 µM. Q15596. HEK293 GAL4-SRC2 luciferase reporter, luminescence;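 active = inhibition above the mean inhibition of all tested compounds plus 3 SD, set per campaign, cut at about 52% in these data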;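 also: 0% = DMSO treated cells and 100% = cells given Gossypol at 36 µM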
C8 TRAIL sens: sensitizes caspase-8 expressing cells to TRAIL | NB7+C8 cells + TRAIL, ATPlite viability luminescence | inhibition (viability loss, TRAIL sensitization), % at 10 µM | 1% of 360,000 active | AID 624354;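 active = compounds causing at least 50% loss of cell viability in the single-dose screen, relative to plate controls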
NCOA1 inh: inhibitors of human steroid receptor coactivator 1 (SRC1) | Q15788 | HEK293 GAL4-SRC1 luciferase reporter, luminescence | inhibition, % at 3.6 µM | 0.12% of 360,000 active | AID 588354;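 active = inhibition above the campaign mean plus 3 SD, with each screening campaign given its own cutoff, cut at about 60% in these data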;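 also: 0% = DMSO treated cells and 100% = gossypol at 36 µM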
SRC3 inh: inhibits human SRC3 coactivator | 0.17% of 360,000 active | HEK293 GAL4-SRC3 luciferase reporter, luminescence | inhibition, % at 3.6 µM | AID 588352 | Q9Y6Q9;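 active = inhibition above a per-campaign cutoff, the mean of all compounds plus 3 SD, cut at about 60% in these data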;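 also: 0% = DMSO-treated cells and 100% = gossypol-treated cells at 36 µM; higher means less SRC3-driven luciferase light from the GAL4 reporter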
NR5A2 inv ag: inverse agonists of human LRH-1 (NR5A2). O00482. HEK293T StAR-luciferase reporter, LRH-1 transfected, 24 h. inhibition, % at 3.6 µM. 0.13% of 360,000 active;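 active = inhibition above the mean inhibition of all tested compounds plus 3 SD, cut at about 73% in these data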;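 also: 0% = DMSO wells and 100% = reporter-only cells lacking LRH-1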
Active calls of the source: *; / = no result given; & = joins results of further samples. Not all compounds are listed; the hit share may differ from the screen's.

Sample of the layout:
Each structure is followed by: TLR9-MyD88 block | NOD2 RIPK2 PPI | TROY signal inh | LMP1 NFkB inh | Vif imaging | COUP-TFII inh | NCOA2 inhibitor | C8 TRAIL sens | NCOA1 inh | SRC3 inh | NR5A2 inv ag
Cc1ccc(N(CC(=O)NC2CCCC2)C(=O)CNC(=O)c2cccs2)cc1C
 : 2 | -5 | 12 | -6 | 3 | -1 | -14 | 16 | 6 | 8 | 6
CC(CC(=O)C1C(C)C=CCC1(C)C)NNC(N)=O (stereo not drawn)
 : -10 | -2 | -6 | 1 | 21 | 7 | 0 | 16 | -39 | 1 | -1
Cc1ccc(C(=O)NC(=S)NNC(=O)c2ccc([N+](=O)[O-])cc2)cc1
 : 1 | 9 | 9 | 2 | 2 | 12 | -6 | 9 | 8 | 11 | 7
O=C(c1ccccc1F)N1CCN(c2ccc([N+](=O)[O-])c3cccnc23)CC1
 : -5 | -3 | 1 | 12 | 11 | -6 | -23 | 8 | 2 | 13 | -7
COc1cc(OC)cc(-c2c(-c3cccs3)c3cc(Br)ccc3n2C)c1
 : 2 | 4 | -1 | -15 | 1 | -2 | -43 | 12 | -2 | 12 | 4
CSc1ccccc1C(=O)NCCc1ccc(S(=O)(=O)N2CCCCC2)cc1
 : 0 | 12 | 12 | -2 | / | 2 | -10 | -11 | 9 | -12 | -7
C=CCc1ccc(OCCOCCOc2ccccc2[N+](=O)[O-])c(OC)c1
 : 6 | -1 | -27 | 0 | / | 4 | -37 | -7 | -9 | 0 | 5
CCCCCCCCNCCS(=O)(=O)NCc1ccccc1OC
 : -5 | 5 | 14 | 3 | -1 | -3 | -5 | -8 | -11 | -17 | 4
CCn1c(C)nc2cc(C(=O)NNC(=S)Nc3ccc(Cl)cc3Cl)ccc21
 : 2 | 3 | -41 | -1 | -6 | 1 | -8 | -6 | -2 | 13 | 2
CCOC(=O)c1sc(NC(=S)NC(=O)c2ccccc2Cl)c(C(=O)OCC)c1C
 : -8 | -8 | -3 | -6 | -14 | 5 | -6 | -15 | 1 | 19 | 10
COc1nc(N)nc(NC(=O)c2cccs2)c1N=O
 : 7 | -7 | 3 | -6 | 19 | -9 | -63 | -5 | -26 | -7 | 11
CN(C)S(=O)(=O)c1ccc(N2CCCC2)c(C(=O)Nc2ccc(N3CCOCC3)cc2)c1
 : -5 | -5 | 5 | -1 | / | 4 | -23 | -10 | -22 | 15 | 3

The whole of this part, previewed entries included:
Each structure is followed by: TLR9-MyD88 block | NOD2 RIPK2 PPI | TROY signal inh | LMP1 NFkB inh | Vif imaging | COUP-TFII inh | NCOA2 inhibitor | C8 TRAIL sens | NCOA1 inh | SRC3 inh | NR5A2 inv ag
Cc1ccc(N(CC(=O)NC2CCCC2)C(=O)CNC(=O)c2cccs2)cc1C
 : 2 | -5 | 12 | -6 | 3 | -1 | -14 | 16 | 6 | 8 | 6
CC(CC(=O)C1C(C)C=CCC1(C)C)NNC(N)=O (stereo not drawn)
 : -10 | -2 | -6 | 1 | 21 | 7 | 0 | 16 | -39 | 1 | -1
Cc1ccc(C(=O)NC(=S)NNC(=O)c2ccc([N+](=O)[O-])cc2)cc1
 : 1 | 9 | 9 | 2 | 2 | 12 | -6 | 9 | 8 | 11 | 7
O=C(c1ccccc1F)N1CCN(c2ccc([N+](=O)[O-])c3cccnc23)CC1
 : -5 | -3 | 1 | 12 | 11 | -6 | -23 | 8 | 2 | 13 | -7
COc1cc(OC)cc(-c2c(-c3cccs3)c3cc(Br)ccc3n2C)c1
 : 2 | 4 | -1 | -15 | 1 | -2 | -43 | 12 | -2 | 12 | 4
CSc1ccccc1C(=O)NCCc1ccc(S(=O)(=O)N2CCCCC2)cc1
 : 0 | 12 | 12 | -2 | / | 2 | -10 | -11 | 9 | -12 | -7
C=CCc1ccc(OCCOCCOc2ccccc2[N+](=O)[O-])c(OC)c1
 : 6 | -1 | -27 | 0 | / | 4 | -37 | -7 | -9 | 0 | 5
CCCCCCCCNCCS(=O)(=O)NCc1ccccc1OC
 : -5 | 5 | 14 | 3 | -1 | -3 | -5 | -8 | -11 | -17 | 4
CCn1c(C)nc2cc(C(=O)NNC(=S)Nc3ccc(Cl)cc3Cl)ccc21
 : 2 | 3 | -41 | -1 | -6 | 1 | -8 | -6 | -2 | 13 | 2
CCOC(=O)c1sc(NC(=S)NC(=O)c2ccccc2Cl)c(C(=O)OCC)c1C
 : -8 | -8 | -3 | -6 | -14 | 5 | -6 | -15 | 1 | 19 | 10
COc1nc(N)nc(NC(=O)c2cccs2)c1N=O
 : 7 | -7 | 3 | -6 | 19 | -9 | -63 | -5 | -26 | -7 | 11
CN(C)S(=O)(=O)c1ccc(N2CCCC2)c(C(=O)Nc2ccc(N3CCOCC3)cc2)c1
 : -5 | -5 | 5 | -1 | / | 4 | -23 | -10 | -22 | 15 | 3
CN1CCc2c(sc(N)c2C(=O)c2ccc(Cl)cc2)C1
 : -8 | 1 | -13 | 5 | / | -18 | -17 | -3 | -16 | -11 | 1
CCOP(=O)(OCC)c1nc(-c2cccc3ccccc23)oc1NCCc1ccc(OC)cc1
 : -13 | -20 | 8 | -1 | -3 | 4 | 13 | 3 | -16 | 7 | 0
CNc1cncc(-c2ccc(O)cc2)n1
 : / | 4 | -3 | / | -10 | -10 | 13 | 8 | 10 | -21 | 0

Carrying on:
Each structure is followed by: TLR9-MyD88 block | NOD2 RIPK2 PPI | TROY signal inh | LMP1 NFkB inh | Vif imaging | COUP-TFII inh | NCOA2 inhibitor | C8 TRAIL sens | NCOA1 inh | SRC3 inh | NR5A2 inv ag
CC(=O)c1ccc(OCC(O)CN(C)Cc2cccs2)cc1 (stereo not drawn)
 : -3 | -6 | 10 | -4 | 0 | -13 | -35 | -17 | 10 | 21 | 7
CCOC(=O)c1c(C)[nH]c(C)c1C=O
 : -9 | -10 | 8 | -4 | -2 | -7 | 8 | 7 | -5 | 18 | 10
CC(C)CCn1c(-c2nonc2N)nc2ccccc21
 : 5 | 4 | -1 | -2 | 10 | 3 | 10 | 11 | 16 | 27 | 7
CC(C)OC(=O)CSc1n[nH]c(-c2cccnc2)n1
 : -3 | -1 | 12 | 4 | -2 | 15 | -4 | 2 | -1 | -6 | 9
COc1ccc(CCNC(N)=S)cc1OC
 : -12 | 6 | -1 | -2 | 10 | -5 | -18 | 0 | -3 | 10 | 14
COc1ccc(CNc2ccc(C)c(C)c2)cc1
 : -1 | -15 | -8 | 6 | 3 | 2 | -10 | -27 | -16 | -7 | -4
CCn1cc(CN2CCC(n3nccc3NC(=O)C(OC)c3ccccc3)CC2)cn1 (stereo not drawn)
 : 2 | 2 | -6 | 1 | 2 | -4 | 6 | 10 | -2 | -45 | 7
O=C(OCC(=O)N1CCCc2ccccc21)c1cncc(Br)c1
 : -1 | -3 | 0 | 0 | -3 | 7 | 7 | -5 | 5 | 13 | 2
CCCOc1cccc(C(=O)NC(=S)Nc2cccc(C(F)(F)F)c2)c1
 : -3 | -8 | 5 | 0 | 0 | -8 | 2 | -17 | 6 | 9 | -5
CCNc1c(NS(=O)(=O)c2ccc(Cl)s2)c(=O)oc2ccccc12
 : -2 | 9 | -11 | 5 | 25 | 8 | -25 | 11 | 5 | 13 | 13
CCOC(=O)C1=CCN(S(=O)(=O)c2ccccc2Br)C1c1ccc(F)cc1 (stereo not drawn)
 : / | -11 | -4 | / | / | 16 | 10 | -2 | 6 | 11 | 8
COc1ccc(OC)c(C2CC(c3ccc(NS(C)(=O)=O)cc3)=NN2C(=O)c2ccccc2)c1 (stereo not drawn)
 : -2 | -8 | 10 | 7 | 13 | 7 | -3 | 0 | 4 | -24 | 2
O=S(=O)(Cc1cc(-c2ccccc2)no1)c1ccccc1
 : -2 | -9 | -59 | -20 | -1 | -34 | -16 | -4 | -23 | -34 | -87
CCOc1ccc(N(CC(=O)NCC2CCCO2)S(=O)(=O)c2ccc(OC)c(OC)c2)cc1 (stereo not drawn)
 : 4 | 9 | 15 | 2 | 35 | -3 | 10 | 7 | 6 | 8 | 17
Cc1cc(N/N=C/c2ccccc2Cl)nc(NCc2ccccc2)n1
 : -5 | -15 | -21 | 9 | 1 | 4 | 0 | 57* | -66 | 12 | 17

Other compounds follow.
Structure | TLR9-MyD88 block | NOD2 RIPK2 PPI | TROY signal inh | LMP1 NFkB inh | Vif imaging | COUP-TFII inh | NCOA2 inhibitor | C8 TRAIL sens | NCOA1 inh | SRC3 inh | NR5A2 inv ag
Cc1ccc(CNC(=O)CCS(=O)(=O)c2ccc3c(c2)CC(C)N3C(=O)C2CC2)o1 (stereo not drawn) | 1 | 11 | 1 | 1 | -4 | 1 | -4 | 8 | -16 | 10 | 10
Oc1ccccc1/C=N/Nc1nccnc1Cl | 3 | -9 | -17 | 58* | -1 | -57 | -14 | 17 | -16 | -34 | -111
OCCN(CCO)CC(O)COc1ccc(Br)cc1 (stereo not drawn) | -9 | -5&-12 | 5&-5 | 8 | 4&6 | -26&6 | -23&3 | 29&-1 | 13&-10 | 21&-2 | 5&14
NC(=NCCc1ccccc1)c1cccc([N+](=O)[O-])c1 | -9 | 0 | 25 | 5 | 6 | 4 | -7 | -22 | 10 | 0 | -19
CCC(C(=O)OCC(=O)Nc1ccccc1-c1ccccc1)c1ccccc1 (stereo not drawn) | -3 | 5 | 19 | -3 | 2 | 0 | -14 | -2 | -18 | 5 | -17
CCOC(=O)c1cn(-c2nc(-c3ccc(Cl)c(Cl)c3)cs2)c2c(F)c(N3CCOCC3)c(F)cc2c1=O | 3 | 4 | 8 | 8 | 7 | 0 | -9 | 21 | 0 | -6 | 16
CC(C)(C)N1C(=O)c2ccccc2NC(=O)N1Cc1ccccc1 | -2 | 1 | -5 | -16 | 16 | 2 | 19 | -1 | -18 | 11 | 3
CS(=O)(=O)N(CC(=O)NCC1CCCO1)c1cc(Cl)ccc1Cl (stereo not drawn) | -7 | -6 | -12 | -12 | -5 | 3 | -15 | -21 | 3 | -9 | -2
COc1ccc(/C=C/C(=O)NC(C)CCc2ccccc2)cc1 (stereo not drawn) | -1 | 4 | -20 | -11 | -6 | 4 | -14 | 1 | -1 | 13 | 9
O=C(N/N=C/c1cccs1)c1ccc(NC(=O)c2ccccc2Cl)cc1 | 5 | 2 | 2 | 1 | -2 | 9 | 5 | -9 | 9 | 13 | 7
CCCCCC(=O)NC(=S)Nc1ccc(N2CCCCC2)c(Cl)c1 | 4 | -6 | -5 | -13 | -8 | -3 | 14 | 10 | 1 | -17 | 5
N#Cc1ccc(CN2CCN(C(=O)c3cc(C4CC4)nn3-c3ccccc3)CC2)cc1 | -4 | -6 | 10 | 2 | 1 | 20 | 11 | 4 | 6 | -27 | -7
CC12CCC(=O)N1C(C(=O)Nc1nnc(SCc3ccccc3)s1)CS2 (stereo not drawn) | -4 | -6 | 11 | -3 | 40 | -7 | 1 | 11 | -7 | -7 | 24
COc1ccc2c(c1)CCc1c(C(=O)NCCCn3ccnc3)noc1-2 | -1 | -6 | -26 | -2 | 9 | -15 | -9 | -4 | -28 | -28 | -11
COC(=O)N/N=C/c1cn(Cc2ccccc2Cl)c2ccccc12 | -2 | 4 | 33 | -16 | -4 | 9 | 10 | 24 | 12 | 13 | 6
